NCI-60 one-dose screen, 48 h, at 10 µM unless noted. Numbers give growth in % (100 = growth as untreated, 0 = no growth, -100 = all killed).
TK-10: TK-10 renal cancer cells. AID 1794769. actives 3.9% (n = 81,000); active = growth percent below 10
An asterisk follows results filed as active; & = joins results of further samples; ! = not confirmed by another sample; [ ] = dose if it differs, or a comment. The list is partial; rates above refer to the full screens.

SMILES	TK-10
N#Cc1c2c([nH]c(=O)c1C#N)CCCC2	106[100 µM]
COC(=O)/C(=N\NC(=S)NN)C(C(=O)OC)C(=O)C(=O)Nc1cccc(C(F)(F)F)c1 (stereo not given)	108&155[100 µM]
COC(=O)/C(=N\N)C(C(=O)C(=O)Nc1cc(Cl)ccc1Cl)c1nc2ccc([N+](=O)[O-])cc2[nH]c1=O (stereo not given)	52&132[100 µM]
COc1ccccc1NC(=O)C(=O)C(C#N)CC(C)(C)C=O (stereo not given)	109&167[100 µM]
CC1OC(Oc2c(-c3cc(O)c(O)c(O)c3)oc3cc(O)cc(O)c3c2=O)C(O)C(O)C1O (stereo not given)	93&91[100 µM]
CC1(C)CC[C@]2(C(=O)O)CC[C@]3(C)C(=CC[C@@H]4[C@@]5(C)C[C@H](O)[C@H](O)[C@@](C)(C(=O)O)[C@@H]5CC[C@]43C)[C@@H]2C1	92&100[100 µM]
COc1cccc(OC)c1NC(=O)C(=O)Nn1c(NNC(=O)c2ccncc2)nc2ccccc2c1=O	108&144[100 µM]
Nc1c(N2CCOCC2)c(=O)nc2[nH]/c(=C\c3ccccc3O)c(=O)n12	16&63[100 µM]
O=C(O)COc1cc(-c2ccccc2F)nc2cc3c(cc12)OCO3	102&113[100 µM]
O=C(O)Cn1cnc2c(=O)[nH]c(Nc3ccccc3)nc21	95&103[100 µM]
O=C(Nc1ccc(Cl)c(C(F)(F)F)c1)C(=O)c1c(O)c2ccccc2oc1=O	97&112[100 µM]
Cc1ccc(-c2n[nH]c(=O)n2N2C(=O)C=CC2=O)cc1	108&110[100 µM]
O=C(NNC(=O)c1ccncc1)C(=O)Nc1cc(Cl)c(Cl)cc1Cl	105&158[100 µM]
CC1(C)CCCC2(C)C3=C(CCC12)C(=O)OC3 (stereo not given)	68&70[100 µM]
Clc1c(Cl)c(Cl)c2c(nnn2C2CCCO2)c1Cl (stereo not given)	-75*[100 µM]
COC(=O)C(=O)C(C(=O)C(=O)Nc1ccc(C)c(C)c1)c1nc2ccc([N+](=O)[O-])cc2[nH]c1=O (stereo not given)	84&118[100 µM]
Cc1c2c(c(O)c3c(O)cccc13)C(=O)C1(O)C(O)=C(C(=O)NCNc3ccc(C(N)=O)cn3)C(=O)C(N(C)C)C1C2 (stereo not given)	-75*[100 µM]
On1c(-c2ccccc2)nc2ccccc2c1=S	-39*[100 µM]
Cc1ccc(NC2=N/C(=C/c3ccco3)C(Cl)=N2)cc1	23&88[100 µM]
NNc1[nH]c(=S)[nH]c1C(N)=O	111&121[100 µM]
Cc1ccc(/C=N/Nc2ccc3ccccc3n2)s1	7.8*![100 µM]
CC1OC(OC2C(OC3CCC4(C)C(CCC5(C)C4CC=C4C6CC(C)(C)CCC6(C(=O)O)CCC45C)C3(C)CO)OCC(O)C2O)C(O)C(O)C1O (stereo not given)	-100*[100 µM]
COc1cc([C@H]2OC[C@H]3[C@@H]2CO[C@@H]3c2cc(OC)c3c(c2)OCO3)cc(OC)c1OC	25&33[100 µM]
COc1cc2c[n+](C)c3c(c2cc1OC)Cc1cc2c(cc1-3)OCO2	81&98[100 µM]

16 structures out of the list, sorted by number of heavy atoms, ascending.
SMILES	TK-10
NNc1[nH]c(=S)[nH]c1C(N)=O	111&121[100 µM]
N#Cc1c2c([nH]c(=O)c1C#N)CCCC2	106[100 µM]
On1c(-c2ccccc2)nc2ccccc2c1=S	-39*[100 µM]
Cc1ccc(/C=N/Nc2ccc3ccccc3n2)s1	7.8*![100 µM]
Cc1ccc(-c2n[nH]c(=O)n2N2C(=O)C=CC2=O)cc1	108&110[100 µM]
O=C(NNC(=O)c1ccncc1)C(=O)Nc1cc(Cl)c(Cl)cc1Cl	105&158[100 µM]
O=C(O)COc1cc(-c2ccccc2F)nc2cc3c(cc12)OCO3	102&113[100 µM]
Nc1c(N2CCOCC2)c(=O)nc2[nH]/c(=C\c3ccccc3O)c(=O)n12	16&63[100 µM]
O=C(Nc1ccc(Cl)c(C(F)(F)F)c1)C(=O)c1c(O)c2ccccc2oc1=O	97&112[100 µM]
COC(=O)/C(=N\NC(=S)NN)C(C(=O)OC)C(=O)C(=O)Nc1cccc(C(F)(F)F)c1 (stereo not given)	108&155[100 µM]
COC(=O)C(=O)C(C(=O)C(=O)Nc1ccc(C)c(C)c1)c1nc2ccc([N+](=O)[O-])cc2[nH]c1=O (stereo not given)	84&118[100 µM]
COC(=O)/C(=N\N)C(C(=O)C(=O)Nc1cc(Cl)ccc1Cl)c1nc2ccc([N+](=O)[O-])cc2[nH]c1=O (stereo not given)	52&132[100 µM]
CC1(C)CC[C@]2(C(=O)O)CC[C@]3(C)C(=CC[C@@H]4[C@@]5(C)C[C@H](O)[C@H](O)[C@@](C)(C(=O)O)[C@@H]5CC[C@]43C)[C@@H]2C1	92&100[100 µM]
COc1cccc(OC)c1NC(=O)C(=O)Nn1c(NNC(=O)c2ccncc2)nc2ccccc2c1=O	108&144[100 µM]
Cc1c2c(c(O)c3c(O)cccc13)C(=O)C1(O)C(O)=C(C(=O)NCNc3ccc(C(N)=O)cn3)C(=O)C(N(C)C)C1C2 (stereo not given)	-75*[100 µM]
CC1OC(OC2C(OC3CCC4(C)C(CCC5(C)C4CC=C4C6CC(C)(C)CCC6(C(=O)O)CCC45C)C3(C)CO)OCC(O)C2O)C(O)C(O)C1O (stereo not given)	-100*[100 µM]

More structures.
SMILES	TK-10
N#Cc1nc(CCC(C(=O)O)N2C(=O)c3ccccc3C2=O)oc1N (stereo not given)	105&89[100 µM]
N#CC1(C#N)C2CCCCC23OC(=N)C1(C#N)C(c1ccccc1)O3 (stereo not given)	-29*[100 µM]
Cc1ccnc2[nH]c(-c3ccc(F)cc3)cc(=O)c12	17&66[100 µM]
COC(=O)C(/C(=N/N)C(=O)Nc1cccc(O)c1)c1nc2ccccc2[nH]c1=O (stereo not given)	102&137[100 µM]
COc1ccc2c(c1)C(OC)C1c3c(cc4c(c3-2)OCO4)CCN1C (stereo not given)	-92*[100 µM]
CCOc1cc2c(cc1O)/C(=N\OC)C[C@@H]1[C@@H]2CC[C@]2(C)[C@@H](O)CC[C@@H]12	-100*[100 µM]
COC(=O)C(=O)C(C(=O)C(=O)Nc1ccccc1C(=O)OC)c1nc2ccc(C(=O)c3ccccc3)cc2[nH]c1=O (stereo not given)	17&82[100 µM]
CC1=CC(=O)c2ccc(C)cc2C1=O	-100*[100 µM]
N#Cc1sc2nc(/C=C3/C=CC=CC3=O)c(O)n2c1N	48&79[100 µM]
CC1=CC[C@@H]2[C@@H](CC[C@@]2(C)O)C(C)(C)[C@H]1CC[C@@H]1[C@@]2(C)CC[C@@H](O)C(C)(C)O[C@@H]2CC[C@]1(C)O	-92*![100 µM]
C#CCn1c2c(c3ccccc3c1=O)C(=O)c1ccccc1-2	-70*![100 µM]
COc1cc2c(c3c1c(=O)c1ccccc1n3C)C=C([N+](=O)[O-])C(C)(C)O2	-98*![100 µM]
CC(=N\N=C\c1ccccn1)/C(C)=N/N=C(C)/C(C)=N/N=C/c1ccccn1	54&120[100 µM]
N#Cc1n[nH]n(-c2ccccc2)c1=O	107&115[100 µM]
COCCOCc1nc(C#N)c(N)o1	111&106[100 µM]
O=c1c2ccccc2nc(-c2ccccc2)n1/N=C/c1ccccc1[N+](=O)[O-]	0.1*![100 µM]
NC(=O)CC1OC(=O)Cc2cc3c(c(O)c21)C(=O)c1c(O)cccc1C3=O (stereo not given)	58[100 µM]
COc1cc(-c2nc(SC)nc3c2CCc2ccccc2-3)cc(OC)c1OC	11&41[100 µM]
C[C@@H]1C[C@@H]2OC(=O)[C@]3(C)[C@H]2[C@@H](OC3(C)O)[C@]2(C)C(=O)C=C[C@@H]12 (stereo not given in full)	-19*[100 µM]
O=C(NC1=NC2C=CC([N+](=O)[O-])=CC2S1)C(=O)Nn1c(=S)[nH]c2ccccc2c1=O (stereo not given)	7.7*![100 µM]
C/C=C(/COC(C)=O)C(=O)OC1C=C(C=O)C(C)(C)C=C1C (stereo not given)	90&127[100 µM]

Screening data from PubChem BioAssay.
